Source: PubChem BioAssay
TRPV1 agonist = agonists of human vanilloid receptor 1 (TRPV1); Q8NER1; TRPV1-expressing cells, Fluo-8 calcium influx, agonist mode; activation, % at 8.33 µM; actives 0.19% (n = 320,000); AID 540275; in the data active = activation above about 80%; inconclusive = between about 30% and that limit; also: 0% is about no effect
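Fluo-8 calcium influx in TRPV1-expressing cells, kinetic read (ex 480/em 520 nm). Compound added and read 3 min for agonist activity, followed by capsaicin at EC20 final and 2 min further read for enhancement.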
KCNH2 WT inh = inhibitors of human wildtype KCNH2 potassium channel; activity change, % at 1.84 µM; U2OS, BacMam KCNH2, thallium flux FluxOr; stronger effect = lower value; actives 0.37% (n = 340,000); Q12809;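 active = maximum activity change below -70%; inconclusive = maximum activity change between -70% and -50%; inactive = maximum activity change above -50%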; also: % is scaled to controls: 0 for no effect and ±100 for the full control effect
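U2OS cells were transduced with wild-type KCNH2 virus (2.03 x 10^8 / mL) for 4 h at room temperature, then cultured overnight at 37 C. Thallium flux was read with FluxOr dye. Rate constants were normalized to DMSO controls.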
KCNH2 3.1 inh = blocks the human KCNH2 3.1 channel isoform | U2OS KCNH2 3.1, thallium flux FluxOr; stronger effect = lower value | activity change, % (tested at about 1.8 µM) | actives 0.95% (n = 340,000);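 active = maximum activity change below -70%; inconclusive = maximum activity change from -70% to -50%; inactive = maximum activity change above -50%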;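 also: thallium influx rate constant from kinetic fluorescence after stimulation buffer; % is scaled to controls: 0 for no effect and ±100 for the full control effect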
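We transduce U2OS cells with the mutant 3.1 virus, culture them overnight, load FluxOr with Red40 quencher for 45 min, then add stimulation buffer and read kinetically for 2 min to derive a normalized rate constant.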
Menin MLL FP TR = inhibitors of human menin-MLL interaction, mutant MLL peptide | O00255 | Menin + Texas Red MLL mutant peptide, fluorescence polarization | Potency, µM (titrated, usually from 61.6 µM), for the others: at the top dose FP activity change, negative = inhibition, most hits filed as inhibitors | actives 0.23% (n = 270,000); active = well fitted inhibition curve with a large enough effect in the polarisation, with a control signal flat, not every such curve was filed as active; inconclusive = small, poorly fitted or top-dose-only effect, or effect the other way, or a change in a side signal; inactive = no such curve, though single readings can be large or run the other way; the % refers to the polarisation; also: potency is read from the fitted curve at half-maximal effect; % of control where 0% means no effect; many of its hits are not listed in these tables
USP2a block = inhibitors of human ubiquitin-specific protease USP2a; O75604; USP2 core, Ub-CHOP2 coupled fluorogenic reporter, 485/531; Potency, µM (titrated, usually from 38.3 µM), inactives show top-dose activity change, negative = inhibition, usual class: inhibitors; actives 0.01% (n = 330,000); AID 463254;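 also: potency is read from the fitted curve at half-maximal effect; plate controls were DMSO wells for no effect and full inhibition by NEM control for full effect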
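Cell-free coupled assay: 10nM USP2 core preincubated 30min RT with compound in Tris-HCl pH 8.0/CaCl2/CHAPS buffer, then 25nM Ub-CHOP2 and 25nM reporter substrate; fluorescence (Ex 485/Em 531) read after 60min RT, normalized to NEM inhibition, concentration-response curves fitted.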
B2AR arrestin = beta2AR (human) beta-arrestin recruitment activity | Potency, µM (series often up to 46.1 µM), for inactives: top-dose activation, hits mostly activators | P07550 | actives 0.02% (n = 330,000) | AID 492947 | beta-arrestin recruitment to beta2AR, cell-based reporter;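 also: potency is read from the fitted curve at half-maximal effect; 0% = DMSO controls and full agonism = EC100 isoproterenol or metaproterenol; nearly all actives have a fitted effect of over 65% in size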
Target sequence (P07550 whole entry, looked up): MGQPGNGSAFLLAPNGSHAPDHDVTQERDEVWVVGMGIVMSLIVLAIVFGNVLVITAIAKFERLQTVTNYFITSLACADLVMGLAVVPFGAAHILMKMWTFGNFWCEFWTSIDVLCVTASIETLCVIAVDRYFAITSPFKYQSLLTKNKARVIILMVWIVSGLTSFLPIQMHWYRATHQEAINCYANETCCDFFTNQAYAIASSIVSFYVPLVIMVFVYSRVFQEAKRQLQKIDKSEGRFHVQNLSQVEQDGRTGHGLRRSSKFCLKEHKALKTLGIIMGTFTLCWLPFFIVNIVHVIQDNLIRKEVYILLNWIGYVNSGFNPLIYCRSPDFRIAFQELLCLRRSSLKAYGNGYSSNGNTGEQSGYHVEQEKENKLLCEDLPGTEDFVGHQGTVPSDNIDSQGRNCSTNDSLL
CXXC DNA block = inhibitors of human MLL CXXC domain-DNA interaction. AID 2662. MLL-CXXC / FITC-HOXA9 DNA fluorescence polarization. actives 0.037% (n = 290,000). Potency, µM (titrated, usually from 115 µM), without a hit: at the top dose activity change, negative = inhibition, hits mostly inhibitors. Q03164; active = well fitted inhibition curve with a large enough effect in the polarisation, with a control signal flat, not every such curve was filed as active; inconclusive = small, poorly fitted or top-dose-only effect, or effect the other way, or a change in a side signal; inactive = no such curve, though single readings can be large or run the other way; the % refers to the polarisation; also: potency is read from the fitted curve at half-maximal effect
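Fluorescence polarization: 7 uM MLL-CXXC (stock) preincubated 5 min with compounds, then 50 nM fluorescein-HOX-A9 DNA (stock) added; 30 min ambient. Buffer 50 mM Tris-HCl pH 7.5, 50 mM NaCl, 1 mM DTT, 0.05% BSA.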
GALK inhibitor = inhibitors of human galactokinase. P51570. Purified GALK, Kinase-Glo residual ATP luminescence. Potency, µM (highest dose often 57.5 µM), inactives show top-dose activity change, negative = inhibition, actives largely listed as inhibitors. actives 0.007% (n = 270,000). AID 1868; also: potency is read from the fitted curve at half-maximal effect; % is scaled to controls: 0 for no effect and ±100 for the full control effect
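Luminescence from leftover ATP (Ultra-Glo luciferase/luciferin) served as read-out after a 1 h room-temperature reaction of 5 nM GALK with 35 uM ATP and 100 uM galactose.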
PKM2 act = PKM2 (human) enzyme activation; Potency, µM (titrated, usually from 57.5 µM), for the others: at the highest dose activation, most hits filed as activators; actives 0.34% (n = 260,000); purified PKM2, Kinase-Glo ATP luminescence, activation; response scale: 0% is enzyme alone, no compound; also: potency is read from the fitted curve at half-maximal effect; % is scaled to controls: 0 for no effect and ±100 for the full control effect; nearly all actives have a fitted effect of over 55% in size
Target sequence (P14618 whole entry, looked up): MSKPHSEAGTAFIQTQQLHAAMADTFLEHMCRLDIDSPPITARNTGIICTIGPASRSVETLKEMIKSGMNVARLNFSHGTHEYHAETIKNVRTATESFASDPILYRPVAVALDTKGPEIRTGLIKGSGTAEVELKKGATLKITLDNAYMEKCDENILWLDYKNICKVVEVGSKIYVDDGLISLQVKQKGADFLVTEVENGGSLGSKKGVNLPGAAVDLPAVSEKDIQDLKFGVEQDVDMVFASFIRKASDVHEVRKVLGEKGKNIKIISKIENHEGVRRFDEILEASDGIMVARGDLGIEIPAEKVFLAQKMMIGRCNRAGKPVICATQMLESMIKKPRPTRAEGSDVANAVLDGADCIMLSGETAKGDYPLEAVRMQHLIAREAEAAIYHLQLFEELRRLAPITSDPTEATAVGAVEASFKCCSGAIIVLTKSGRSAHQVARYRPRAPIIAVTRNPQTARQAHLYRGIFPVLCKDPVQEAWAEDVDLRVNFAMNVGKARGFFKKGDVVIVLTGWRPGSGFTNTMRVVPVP
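Kinase-Glo luminescence reports ATP generated from ADP (0.1 mM) and PEP (0.5 mM) by purified hPK-M2 after 1 h at room temperature, pH 7.2 imidazole buffer; intermediate enzyme activity allows detecting inhibitors and activators.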
Coupling enz = counter-screen for Giardia aldolase inhibitors: coupling enzyme system; activity change, negative = inhibition, % at 58.2 µM, hits read low; actives 0.67% (n = 290,000); AID 2472; coupling enzyme system counterscreen, AmpLite Red fluorescence; in the data active = activity change below about -30%; also: % is scaled to controls: 0 for no effect and ±100 for the full control effect
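First, compound is pin-transferred into glyceraldehyde-3-phosphate coupling-enzyme reagent at 57.5 uM final and held 10 min at RT. Next, substrate, coupling system and AmpLite Red are added. After 20 min RT, fluorescence (525/598 nm) is read.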
Giardia kill = Giardia lamblia killing; Giardia lamblia trophozoite viability; activity change, % at 7.66 µM, hits read low; AID 540267; actives 0.15% (n = 340,000); in the data active = activity change below about -80%; inconclusive = between about -30% and that limit;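 also: parasites exposed to compound for two days anaerobically before the ATP read; % is scaled to controls: 0 for no effect and ±100 for the full control effect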
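Giardia trophozoites, 100 cells per well, were exposed to compounds for 48 hrs at 37 deg C under anaerobic conditions; viability was then read as ATP content by bioluminescence after 15-30 min at room temperature.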
Starred values were filed as active, the others as inactive; ? = inconclusive; . = not tested or not shown; & = joins results of further samples; [ ] = dose if it differs, or a comment. Unless noted, calls follow the shape of the dose curve; as a rule, active = well fitted curve in the direction sought with a large enough effect; inconclusive = small, poorly fitted or top-dose-only effect, or another doubt; inactive = no such curve, though single readings can be large; an effect the other way counts as inactive or inconclusive.

SMILES	TRPV1 agonist	KCNH2 WT inh	KCNH2 3.1 inh	Menin MLL FP TR	USP2a block	B2AR arrestin	CXXC DNA block	GALK inhibitor	PKM2 act	Coupling enz	Giardia kill
OCC[C@@H]1C[C@H](O)[C@@H](O)[C@@]2(CCCc3ccccc3O2)O1	0	-4	17	-1%	1%	-1.0%	16%	.	-3%	3	-1
CC(C)(C)OC(=O)N1CCC(c2c(C(=O)N3CCN(C(=O)c4ccco4)CC3)cnn2-c2ccc(F)cc2F)CC1	2	-9	7	-2%	4%	-0.2%	4%	2%	.	-1	?
O=C(NCCC(=O)N1CCC2(CC1)NCCc1[nH]cnc12)c1cccc(C(F)(F)F)c1	-1	18	-5	.	5%	0.4%	0%	-3%	.	.	0
O=C(CSc1ncccn1)N/N=C/c1ccc2c(c1)OCO2	1	-2	6	10%	0%	-0.7%	-2%	4%	-13%	1	-30
O=C(Nc1cc(-c2ccccc2)[nH]n1)c1ccccc1F	16	-4	-1	.	-5%	-0.8%	2%	5%	-1%	0	-1
COc1ccc(CN2CCN(Cc3ccccc3C(F)(F)F)CC2)c(OC)c1	-1	28	-33	?	-2%	0.1%	3%	-3%	.	0	-16
C(=N\Nc1ncnc2sc3c(c12)CCC3)/c1cccs1	5	.	.	?	3%	-0.1%	27%	0%	2%	1	.
CN(C)CCNC(C(=O)Nc1cc(Cl)cc(Cl)c1)c1ccccc1 (stereo not given)	0	2	-1	-6%	1%	0.1%	9%	1%	-2%	-2	-2
COc1cc(/C=C2\CCCc3c2nc2ccccc2c3C(=O)O)cc(Br)c1O	-6	-4	-8	20%	-4%	-0.8%	1%	2%	.	10	-1
CC(=O)c1ccc(NC(=O)CSc2nc(N)c3cc4c(nc3n2)CCCC4)cc1	-4	-3	-3	7%	3%	0.3%	4%	-2%	-15%	-4	-26
CC1(C)CC2CC(C)(CN2C(=O)COC(=O)c2ccc(Cl)cc2N)C1 (stereo not given)	21	2	3	-13%	1%	-0.3%	1%	5%	-1%	1	7
CCOC(=O)c1ccc[n+](CC(=O)c2ccc(OC)cc2)c1	-1	-7	-14	-10%	1%	-0.5%	1%	.	-1%	2	6
CN=C1CC(C)(C)CC(=O)/C1=C(/O)CCCN1C(=O)c2ccccc2C1=O	1	2	15	2%	-1%	-0.2%	14%	0%	-1%	4	-2
O=C(O)c1cc(-c2ccc(/C=N/Nc3ccc([N+](=O)[O-])cn3)o2)ccc1Cl	-5	1	-9	?	-5%	-0.2%	?	5%	12%	-10	-2
O=C(CN1CCOCC1)Nc1ccc([N+](=O)[O-])cc1Br	-1	-1	11	4%	4%	0.0%	1%	0%	-1%	-2	-25
C=CCn1c(SCC(=O)c2ccc(Cl)s2)nc2ccccc2c1=O	4	-12	-13	29%	2%	-0.4%	7%	2%	-1%	1	-20
Cc1nc(SCCO)c([N+](=O)[O-])[nH]1	4	1	-18	.	2%	-0.5%	2%	5%	-2%	7	1
CCOc1ccc(C(=O)NCC(=O)NCCOc2ccc(C)cc2)cc1	3	3	-2	-6%	2%	0.2%	-1%	4%	3%	3	-11
CCOc1ccc(NC(=O)CSc2nnc(CCNC(=O)c3ccc(OC)cc3)n2CC)cc1	4	1	3	-28%	2%	-0.2%	-3%	5%	-1%	-1	-16
NNc1nc2ccc(Cl)cc2s1	0	1	18	?	5%	-0.9%	-5%	0%	-22%	-2	-15
Cc1ccc2nc(C)cc(C(=O)OCC(=O)Nc3cccnc3Cl)c2c1	30	-6	-15	-7%	1%	-0.2%	3%	1%	0%	-1	0
CC(C)NCCCCOc1ccc(Br)cc1Cl	0	33	-39	8%	-1%	-1.3%	2%	4%	-2%	1	1
O=C(NCC1CC1)Nc1ccc(Cl)cc1	?	3	7	25%	0%	-0.3%	-1%	8%	.	-1	-18
CCOC(=O)C1(CCOc2ccccc2)CCN(Cc2ccc(OC)c(O)c2)CC1	1	-77*	-112*	-23%	-5%	-0.1%	10%	7%	0%	-3	2
COc1ccc(C(CNC(=O)c2ccc(S(=O)(=O)N3CCCC3)cc2)N2CCOCC2)cc1 (stereo not given)	4	6	-12	.	6%	-0.3%	-1%	0%	-17%	2	32[activator]
CCOC(=O)C1=CNS(=O)(=O)NC1c1ccccc1 (stereo not given)	.	1	-4	.	-1%	-0.2%	.	.	.	.	-2
Cc1ccc(C2NC(=O)c3c(sc4c3CCN(C)C4)N2)s1 (stereo not given)	2	-2	-8	?	9%	0.4%	32%[activator]	-1%	1%	0	14
CC(=O)Nc1c2c(nn1-c1ccccc1)CS(=O)C2 (stereo not given)	3	10	34	24%	4%	0.2%	2%	8%	.	0	-1
Cc1ccc2c3c([nH]c2c1)C(=O)CC(C)(C)S3	3	-8	-11	1%	5%	0.2%	-1%	-2%	-2%	3	-3
Nc1c(-c2ccc(F)cc2)cnc2ncnn12	1	-1	-1	11%	0%	-0.1%	1%	0%	-12%	0	-11
Cc1onc(-c2c(Cl)cccc2Cl)c1C(=O)n1nnc2ccccc21	1	.	.	0%	0%	-0.4%	0%	2%	-4%	1	.
O=S(=O)(c1ccc(F)c(F)c1F)N1CCN(C(=S)Nc2ccccc2)CC1	2	5	1	17%	-1%	0.1%	2%	6%	-1%	-3	10
Cc1csc(NC(=O)/C=C/c2ccc3c(c2)OCO3)n1	17	6	13	15%	0%	0.2%	3%	-2%	0%	-6	33[activator]
CCc1cc(=O)oc2cc(OCC(=O)NC3CC(C)(C)NC(C)(C)C3)ccc12	1	31	-1	.	3%	0.1%	5%	5%	.	.	17
COc1ccccc1N(C)S(=O)(=O)c1ccc(Cl)c(C(=O)NNC(=O)c2ccccc2O)c1	2	29	3	.	-9%	-0.2%	?	3%	10%	.	12
CCN1C(=O)OC2(CCCCC2)C1(C)O (stereo not given)	10	.	.	-9%	2%	-0.5%	-3%	2%	-16%	3	.
CCOC(=O)c1cc(NC(=O)c2cc(C)on2)cc(C(=O)OCC)c1	?	-1	0	48%[activator]	1%	-0.2%	0%	0%	-5%	0	11
CCN1CCN(c2ccc(S(=O)(=O)N3CCCCC3)cc2NC(=O)c2cccc(C)c2[N+](=O)[O-])CC1	-3	11	1	.	1%	6.5%	.	.	.	.	-4
CCCCNC(=O)CCCCC(=O)N/N=C/c1ccccc1Cl	3	-4	8	-19%	1%	-0.4%	0%	-1%	-14%	-2	4
CC(C)C(=O)N1CCN(c2nc(-c3ccccc3)c3c(c2C#N)CC(C)(C)OC3)CC1	?	12	10	-5%	1%	-1.3%	-3%	5%	-3%	1	32[activator]
C/C(=N\NC(=O)c1ccc(O)cc1O)c1cccnc1	?	4	7	8%	1%	0.3%	10%	-5%	-11%	2	-24
NC(=O)C1CCN(C(=O)C2CCN(C(=O)Nc3ccccc3)CC2)CC1	2	-4	11	.	-1%	-0.4%	.	.	.	.	10
COc1ccc(CN2CCNC(=O)C2CC(=O)NCCN2CCCCC2=O)c(F)c1 (stereo not given)	1	5	16	.	-1%	-0.8%	1%	8%	-6%	.	10
Cc1cccc(C)c1NC(=S)N(Cc1ccco1)C1CCN(C(C)C)CC1	-1	7	4	-11%	5%	0.4%	1%	-4%	-1%	8	-9
CCN(CC)C(=O)CN1C(=O)C2CC=C(Cl)CC2C1=O (stereo not given)	-1	9	-9	-1%	-1%	0.1%	18%	-1%	6%	3	-3
CCS(=O)(=O)N1CCC(C(=O)Oc2ccccc2)CC1	-2	16	1	-9%	1%	-0.2%	-5%	2%	-1%	2	-6
O=C(NCc1ccccc1)[C@H]1C[C@@H]1[C@H](NP(=O)(c1ccccc1)c1ccccc1)c1ccccc1	6	-1	-30	-4%&-8%	-17%	-1.2%	-5%	.	3%&-1%	3&1	-16
CS(=O)(=O)N(CC(=O)NC1CCCC1)c1ccc(Oc2ccccc2)cc1	4	-1	-3	-22%	-1%	-0.5%	1%	2%	13%	3	-14
Cc1cc(C)c(C)c(S(=O)(=O)N2CCN(C(=O)CCc3nc4ccccc4c(=O)[nH]3)CC2)c1C	18	19	8	.	1%	0.3%	-11%	2%	0%	.	11
O=c1oc2ccccc2c(NC2CCCCC2)c1NS(=O)(=O)c1ccc(F)c(Cl)c1	18	-12	-31	.	-1%	-0.2%	5%	-7%	.	.	-6
CC(C)(C)c1ccc(C(=O)NC(=S)NCC2CCCO2)cc1 (stereo not given)	28	-16	-19	-7%	1%	-0.9%	2%	2%	2%	-2	-8

Some of the compounds tested; rates above refer to the full screens.
